Assay outcomes as filed in PubChem BioAssay.
RAD54 inh: blocks human RAD54 Holliday junction branch migration; Q92698; FAM/BHQ fluorescence; inhibition, % at 10.4 µM; hit rate 0.14% among 360,000; AID 602329;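 active = mean normalized replicate activity at least 40 and at least half of replicates scoring 40 or more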;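 also: 0% = median of neutral control wells and 100% = median of positive control wells; inhibitors cause a drop in the FAM fluorescence signal; in these data hits start at about 50%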
E-selectin induc: induces E-selectin expression in human endothelial cells; P16581; HUVEC E-selectin immunofluorescence imaging; normalized: neutral wells 0, TNF-alpha wells 100; activation, % at 7.58 µM; hit rate 0.37% among 260,000; AID 686992;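 active = mean E-selectin-positive cell signal at least 10% of the positive control, reached in at least 60% of replicates, without over 20% cell loss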;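 also: in these data hits start at about 27%; measured in HUVEC primary endothelial cells; signal is the percent of cells scored E-selectin positive by PE staining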
Target sequence (P16581 whole entry, looked up): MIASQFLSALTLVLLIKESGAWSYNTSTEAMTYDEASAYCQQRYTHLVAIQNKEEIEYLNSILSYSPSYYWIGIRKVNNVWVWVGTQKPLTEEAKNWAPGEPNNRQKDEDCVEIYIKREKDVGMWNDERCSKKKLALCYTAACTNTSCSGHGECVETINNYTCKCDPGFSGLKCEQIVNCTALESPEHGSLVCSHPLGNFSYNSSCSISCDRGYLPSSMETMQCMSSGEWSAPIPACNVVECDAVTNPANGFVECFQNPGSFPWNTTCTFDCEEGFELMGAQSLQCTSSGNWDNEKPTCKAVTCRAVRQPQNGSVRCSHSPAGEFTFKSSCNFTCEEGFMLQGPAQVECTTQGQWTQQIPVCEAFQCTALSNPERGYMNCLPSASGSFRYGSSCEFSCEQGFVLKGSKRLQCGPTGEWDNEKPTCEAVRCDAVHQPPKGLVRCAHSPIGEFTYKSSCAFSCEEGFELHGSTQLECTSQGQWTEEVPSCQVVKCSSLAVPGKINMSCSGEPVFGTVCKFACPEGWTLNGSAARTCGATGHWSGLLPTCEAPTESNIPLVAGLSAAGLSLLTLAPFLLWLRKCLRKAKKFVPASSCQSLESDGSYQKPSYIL
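Read-out: % PE-positive cells | Test system: HUVEC | Doses: One compound dose added by pin transfer | Buffer or medium: EGM-2 over gelatin coat | Signal: Immunofluorescence imaging | Benchmarks: TNF-alpha, DMSO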
miR122 inh: inhibitors of miR-122 in Huh7 cells. Huh7 miR-122 Renilla luciferase sensor, 48 h; neutral wells = 0, positive control = 100. activation (reporter increase), % at 12.5 µM. hit rate 0.3% among 340,000;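 active = mean replicate activation score at least 90 and every replicate individually at or above 90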;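 also: higher luciferase means less miR-122 activity so hits act as miR-122 inhibitors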
PGC1a acetyl inh: lowers PGC1a acetylation signal in U2OS cells. AlphaScreen anti-acetyl-lysine; with virally co-expressed GCN5 acetyltransferase. inhibition, % at 15.6 µM. hit rate 0.17% among 350,000. AID 651687;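 active = every replicate shows inhibition of at least 40%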;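 also: 0% = neutral control wells and 100% = positive control wells; some results beyond the cut were filed as inactive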
RAD52 inh: RAD52 (human) annealing inhibition; P43351; recombinant RAD52 DNA annealing, FRET fluorescence; inhibition, % at 18.7 µM; hit rate 0.46% among 360,000; AID 651710;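 active = every replicate showing at least 50% inhibition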
Target sequence (P43351 whole entry, looked up): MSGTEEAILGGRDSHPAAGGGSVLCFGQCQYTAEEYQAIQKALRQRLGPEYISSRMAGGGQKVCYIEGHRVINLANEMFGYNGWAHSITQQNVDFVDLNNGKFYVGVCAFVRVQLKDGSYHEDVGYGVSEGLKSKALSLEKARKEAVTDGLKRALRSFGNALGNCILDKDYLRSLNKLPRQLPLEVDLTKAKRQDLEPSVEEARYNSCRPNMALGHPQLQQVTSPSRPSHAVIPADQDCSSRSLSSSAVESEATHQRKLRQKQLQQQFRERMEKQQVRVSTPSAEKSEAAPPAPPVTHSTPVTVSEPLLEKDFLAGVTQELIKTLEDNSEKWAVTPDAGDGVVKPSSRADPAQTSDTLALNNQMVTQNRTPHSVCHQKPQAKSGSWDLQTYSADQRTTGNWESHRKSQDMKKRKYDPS
PglD inh: PglD (C. jejuni) enzyme inhibition | hit rate 0.098% among 360,000 | inhibition, % at 12.5 µM | purified PglD enzyme, DTNB colorimetric CoA detection; in the data active = inhibition above about 16%, passing the limit was not always enough; also: strong numbers were not always called active
Cneo AK release: Cryptococcus neoformans lysis via adenylate kinase release; hit rate 0.2% among 360,000; C. neoformans lysis, adenylate kinase release luminescence, 4 h; normalised: neutral wells 0, clomiphene wells 100; lysis activity, % at 15 µM; AID 651654;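 active = mean lysis activity across replicates of at least 80%, whatever share of replicates individually reach that level; inactive = mean lysis activity below 80%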
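Test system: log-phase Cryptococcus neoformans yeast cells; Quantity: yeast cell density of 5 × 10^6 cells/mL; Buffer or medium: YPD; Doses: single compound concentration per well; Timing: 4 h at 37 °C static, read 1 h later; Measured by: AK luminescence; Read-out basis: lysis from increased AK signal; Control set: Clomiphene as positive control.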
ERAP1 inh: inhibitors of human ERAP1 aminopeptidase | hit rate 0.15% among 340,000 | AID 652197 | Q9NZ08 | inhibition, % at 10.7 µM | recombinant ERAP1, Leu-AMC fluorescence, 60 min;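 active = mean replicate inhibition of at least 30%, or all replicates individually reaching that 30% level; inactive = mean below 30% and not every replicate reaching it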;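 also: 0% = neutral control wells and 100% = L-leucinethiol positive control wells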
The depositor's hits bear a star; . = no result given; & = joins results of further samples; [ ] = another dose, or the depositor's remark.

SMILES | RAD54 inh | E-selectin induc | miR122 inh | PGC1a acetyl inh | RAD52 inh | PglD inh | Cneo AK release | ERAP1 inh
CNC[C@@H]1Oc2ccc(NS(=O)(=O)c3ccc(F)cc3)cc2CC(=O)N([C@H](C)CO)C[C@@H]1C | 6 | 6.2 | 7[16.7 µM] | -1 | 13 | 4 | 4 | -2
CCOc1ccc(CCNC(=O)C2CCCN2C(=O)OCc2ccccc2)cc1OCC (stereo not given) | . | . | -3 | -9 | -17 | . | . | -1
C=C(C)Cn1c(N2CCN(CC)CC2)nc2c1c(=O)[nH]c(=O)n2C | -1 | -0.1 | . | . | -11 | 3 | 0 | .
CC1CCC(N2CCN(S(=O)(=O)Cc3ccccc3)CC2)CC1 (stereo not given) | -12 | . | -1 | 2 | -10 | 1 | -2 | 4
CNC[C@@H]1Oc2cc(C#Cc3ccc(OC)cc3)ccc2S(=O)(=O)N([C@@H](C)CO)C[C@H]1C | -2 | -0.3 | -5[16.7 µM] | -23 | 49 | 2 | -1 | 1
COc1ccc(CNn2c(-c3cccs3)nc3ccccc3c2=O)cc1OC | 1 | . | 2 | -7 | -5 | -2 | 1 | 1
C[C@H](O)[C@@H]1C(=O)N2CCc3ccc(-c4cccc(F)c4)cc3[C@@H]2C[C@@H]1N(C)C(=O)C(C)(C)C | 4 | -0.1 | -2 | -2 | 5 | -3 | 1 | -2
Cc1cccc(S(=O)(=O)Nc2cccc(-c3cn4ccsc4n3)c2)c1 | -6 | . | 77 | 1 | . | -3 | -8 | .
COc1ccc(Cl)cc1NS(=O)(=O)N1CCOCC1 | 6 | -3.1 | . | . | -22 | 2 | -1 | -8
O=C(C[C@H]1C[C@@H]2c3cc(NC(=O)C4CCOCC4)ccc3O[C@@H]2[C@@H](CO)O1)NCc1ccc(Oc2ccccc2)cc1 | 4 | 0.1 | -7[16.7 µM] | 10 | -13 | -1 | -4 | -8

Quoted at random: four entries already listed.
SMILES | RAD54 inh | E-selectin induc | miR122 inh | PGC1a acetyl inh | RAD52 inh | PglD inh | Cneo AK release | ERAP1 inh
CCOc1ccc(CCNC(=O)C2CCCN2C(=O)OCc2ccccc2)cc1OCC (stereo not given) | . | . | -3 | -9 | -17 | . | . | -1
CNC[C@@H]1Oc2ccc(NS(=O)(=O)c3ccc(F)cc3)cc2CC(=O)N([C@H](C)CO)C[C@@H]1C | 6 | 6.2 | 7[16.7 µM] | -1 | 13 | 4 | 4 | -2
C[C@H](O)[C@@H]1C(=O)N2CCc3ccc(-c4cccc(F)c4)cc3[C@@H]2C[C@@H]1N(C)C(=O)C(C)(C)C | 4 | -0.1 | -2 | -2 | 5 | -3 | 1 | -2
O=C(C[C@H]1C[C@@H]2c3cc(NC(=O)C4CCOCC4)ccc3O[C@@H]2[C@@H](CO)O1)NCc1ccc(Oc2ccccc2)cc1 | 4 | 0.1 | -7[16.7 µM] | 10 | -13 | -1 | -4 | -8

Next part.
SMILES | RAD54 inh | E-selectin induc | miR122 inh | PGC1a acetyl inh | RAD52 inh | PglD inh | Cneo AK release | ERAP1 inh
C[C@@H]1CN([C@H](C)CO)C(=O)c2cc(C#Cc3ccccc3F)cnc2O[C@@H]1CN(C)C(=O)Cc1ccncc1 | 4 | 0.0 | -6[16.7 µM] | -3 | -10 | 2 | -4 | 2
CCOC(=O)C(CCc1nnc(N)s1)C(=O)OCC | -2 | . | . | 3 | -10 | 6 | 0 | 3
CNC[C@@H]1Oc2cc(Br)ccc2S(=O)(=O)N([C@@H](C)CO)C[C@H]1C | -13&2&-5 | -0.1&0.2 | -6 | -8&-5&-3 | -13&-4&-3 | -2&14&1 | 1&-10&1 | -5&1&2
CC/C(=N\NC(=O)CNC(=O)/C=C/c1ccco1)c1ccccc1 | 5 | . | -4 | 0 | . | 7 | -1 | .
Cc1ccc(CSCC(=O)Nc2ccc(N3CCOCC3)cc2N2CCOCC2)cc1 | -1 | -0.2 | . | -3 | -7 | 0 | 5 | 4
CNC[C@H]1Oc2c(NC(=O)c3nc4ccccc4s3)cccc2C(=O)N([C@H](C)CO)C[C@H]1C | 18 | 0.3 | 11[16.7 µM] | 1 | 1 | 13 | -2 | 2
COc1ccc(-c2cc3ccccc3n2CC(O)Cn2nc(C)cc2C)cc1 (stereo not given) | -3 | . | -1 | 8 | . | 4 | -1 | .
O=C(N/N=C/c1ccco1)c1ccc2nc[nH]c2c1 | -4 | -1.4 | 0 | 10 | -16 | -2 | -2 | -1
O=C(/C=C\NCC(=O)c1ccccc1)c1ccc2ccccc2c1 | -13 | 3.0 | -7 | 7 | -79 | -7 | 4 | 1
Cc1ccc(NC(=O)CS(=O)CC(=O)N2CCN(c3ccccc3)CC2)cc1 (stereo not given) | 2 | -0.2 | . | . | -9 | 7 | -4 | -3
CCN1CCN(S(=O)(=O)c2ccc(Cl)c(C(=O)Nc3ccccc3N3CCCCC3)c2)CC1 | -18 | . | 9 | -19 | 2 | 3 | 5 | 1
N#CCC(=O)Nc1ncn(Cc2ccccc2Cl)n1 | 7 | . | 1 | 6 | . | -4 | -1 | .
NC(=O)CC(CC(=O)OCc1ccccc1)c1ccccc1 (stereo not given) | -4 | 0.1 | 5 | -6 | -2 | -8 | 1 | -1
C[C@@H]1CCCCO[C@@H](CN(C)C(=O)C2CCCCC2)[C@@H](C)CN([C@@H](C)CO)C(=O)c2cc(NS(=O)(=O)c3cccs3)ccc2O1 | 4 | 0.1 | 36[16.7 µM] | 3 | . | -1 | 5 | .
COc1ccc(C(=O)NCCc2c[nH]c3ccc(OC)cc23)cc1 | -5 | 2.1 | -14 | 0 | -15 | 0 | 0 | -1
C[C@@H]1CN([C@@H](C)CO)S(=O)(=O)c2ccc(Br)cc2O[C@H]1CN(C)S(=O)(=O)c1ccccc1 | -5 | 0.9 | 3[16.7 µM] | -13 | 9 | 3 | -4 | 0
C[C@H]1CN([C@@H](C)CO)C(=O)c2cccc(NC(=O)Nc3ccc4c(c3)OCO4)c2O[C@H]1CN(C)CC1CCCCC1 | 4 | 0.1 | 28[16.7 µM] | -1 | 24 | 0 | 3 | 0
Cc1ccccc1NS(=O)(=O)c1ccc2c3c(cccc13)C(=O)N2C | 4 | 0.0 | . | . | 3 | -1 | -2 | 7
CCOc1ccccc1NS(=O)(=O)c1ccc2c(c1)NC(=O)CCS2 | -10 | 0.3 | 3 | -2 | -12 | 7 | 1 | 1
CC(C)c1ccc(/C=N/NC(=O)c2ccccn2)cc1 | 0 | -1.1 | -4 | -2 | -6 | 2 | 3 | 0
COc1ccc(NC(=O)N(C)C[C@@H]2Oc3ccc(NC(=O)Cc4ccccc4)cc3C(=O)N([C@@H](C)CO)C[C@H]2C)cc1 | 2 | 0.0 | -3[16.7 µM] | -11 | 7 | 2 | 1 | 2
O=C(NCC1CCCO1)/C(=C\c1ccccc1F)NC(=O)c1ccccc1 (stereo not given) | 28 | 0.3 | . | . | -2 | -1 | 0 | 3
COCC(=O)Nc1ccc2c(c1)C(=O)N(C)C[C@@H](OC)[C@H](C)CN(Cc1ccccc1F)[C@@H](C)CO2 | 1 | -0.2 | . | -11 | -11 | 2 | -1 | 5
CCCC(=O)Nc1ccc(NC(=O)c2cccs2)cn1 | -4 | . | -3 | 4 | . | -1 | -2 | .
O=C(NNC(=O)c1cc(Cl)nc2ccccc12)c1ccccc1F | . | 1.5 | -1 | 3 | 10 | . | . | 0
O=c1c2ccccc2[nH]c(=S)n1CCCN1CCOCC1 | 10 | . | 9 | -1 | . | 1 | 0 | .
Cc1cc(C)cc(NC(=O)CSc2nccn2Cc2ccco2)c1 | -5 | 0.4 | 2 | . | -11 | 1 | 2 | 1
Cc1noc(C)c1S(=O)(=O)N(C)C[C@@H]1Oc2ccc(NC(=O)Cc3cn(C)c4ccccc34)cc2CC(=O)N([C@H](C)CO)C[C@@H]1C | 5 | 8.9 | 4[16.7 µM] | -1 | -2 | 1 | -1 | 3
CC(C)(C)CC(C)(C)NC(=O)Nc1cccc([N+](=O)[O-])c1 | 8 | 2.3 | 8 | -3 | -1 | 4 | -4 | -5
O=C(COC(=O)CSc1ccc2ccccc2c1)Nc1ccccc1OC(F)F | 1 | . | -4 | -12 | -17 | . | 2 | 2
COc1ccc(C(=O)NCCNC(C)=O)cc1S(=O)(=O)NCc1ccc(Cl)cc1 | -3 | . | 6 | -2 | . | 8 | 2 | .
Cc1cccc(NC(=O)c2cc(=O)c3ccccc3o2)c1 | -3 | 0.1 | 9 | -4 | -14 | 6 | 1 | -2
CN(C)C1=NC[C@H](Cc2ccccc2)N1CCCC1CCCC1 | 2 | -0.1 | 0 | -8 | 4 | -3 | 3 | -10
CNC(=O)N(O)C1N(C)C(=O)N(CC(=O)OC)C1(C)C (stereo not given) | 3 | . | 6 | -9 | . | 3 | 2 | .
C[C@@H]1CN([C@@H](C)CO)C(=O)c2cc(-c3ccncc3)cnc2O[C@@H]1CN(C)C(=O)Cc1ccccn1 | 3 | 0.7 | -1[16.7 µM] | 5 | -10 | -2 | -2 | 4
CCOC(=O)C1CCCN(Cc2nc3ccc([N+](=O)[O-])cc3c(=O)n2-c2ccc(OC)cc2OC)C1 (stereo not given) | 8 | -0.1 | 6 | 1 | -10 | 3 | -2 | 0
CCC(=O)Nc1ccc(NC(=O)c2cccc(OC)c2)nc1 | -13 | . | 20 | -3 | . | -1 | -6 | .
CSCCC(NC(=O)c1cccc(S(=O)(=O)N2CCOCC2)c1)C(=O)Nc1ccc(F)cc1 (stereo not given) | -1 | . | 2 | -8 | . | 4 | 2 | .
CC(C)CC(=O)Nc1nnc(SCC(=O)NCc2ccc3c(c2)OCO3)s1 | . | 1.2 | . | 4 | -1 | . | . | -2
Cn1cnc2nc[nH]c2c1=O | 3 | . | -2 | 3 | -6 | 1 | 6 | -2
Cc1ccc(CNC(=O)c2cc3c(s2)CS(=O)(=O)C3)cc1 | -6 | . | 5 | -11 | -3 | 5 | -1 | -6
CC(=O)Nc1ccc(S(=O)(=O)N2CCN(c3cc(C)nc4ccccc34)CC2)cc1 | -1 | . | 2 | 0 | . | 0 | 2 | .
CC(=O)Nc1ccc(NC(=O)C2CC(=O)N(Cc3ccco3)C2)cc1 (stereo not given) | -9 | -0.3 | -4 | 6 | -11 | -2 | 1 | 4
Cc1ccc(S(=O)(=O)N(C)C[C@@H]2Oc3cc(C#CC4CCCC4)ccc3S(=O)(=O)N([C@@H](C)CO)C[C@H]2C)cc1 | -3 | -0.3 | 0[16.7 µM] | -8 | -12 | 0 | -6 | 1
C=CCN1C(=O)C2C3C=CC(C2C1=O)C1C2C(=O)N(CC=C)C(=O)C2C31 (stereo not given) | -2 | . | 6 | 7 | -22 | 5 | 6 | 1
O=C(Nc1ccc(F)cc1)N1CCCCN2[C@H](CO)[C@@H](c3ccc(-c4cccc(F)c4)cc3)[C@H]2C1 | 21 | 0.1 | -4[16.7 µM] | -3 | 33 | 5 | -1 | 0
COc1cccc(C(=O)Nc2ccc(NC(=O)C3CCCCC3)nc2)c1 | -2 | . | -5 | -9 | -9 | -4 | -3 | -5
CCOc1ccc(OCCC(=O)OCC(=O)Nc2cc(S(=O)(=O)N3CCOCC3)ccc2OC)cc1 | 9 | -0.5 | -1 | -1 | -11 | -1 | 0 | 3
O=C(C1CCOCC1)N1CC(=O)N2[C@H](CO)[C@H](c3ccc(Br)cc3)[C@H]2C1 | . | -0.2 | . | 2 | -7 | . | . | 1
O=C(NCC1CCCCC1)C1CCCN(C(=O)NC2CCCCC2)C1 (stereo not given) | -2 | . | -18 | . | . | 4 | 1 | .
O=C(COc1ccc([N+](=O)[O-])cc1)NNC(=O)c1cccnc1 | -4 | 0.0 | 0 | 8 | -4 | -3 | 0 | 1
O=C1CCCN1c1ccc(C(=O)N(Cc2nnc(-c3ccc(Cl)cc3)o2)C2CC2)cc1 | -1 | 0.1 | -3 | -3 | -2 | -1 | 2 | 2
CCOC(=O)c1cc(NC(=O)N2CCCCC2)c(C)nc1C | -4 | . | -9 | -10 | . | 0 | -1 | .
